M4 PAM = potentiates acetylcholine response at human M4 receptor; 360,000 tested, 0.4% active; activation, % at 3 µM; AID 624126; P08173; CHO-K1 hM4/Gqi5, Fluo-8 calcium fluorescence, ACh EC20; 0% = ACh EC20, 100% = maximal ACh;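 active = activation above its plate's cutoff, the mean activation of sample wells plus 3 SD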; also: some results filed as inactive read as strong as hits
Target sequence (P08173 whole entry, looked up): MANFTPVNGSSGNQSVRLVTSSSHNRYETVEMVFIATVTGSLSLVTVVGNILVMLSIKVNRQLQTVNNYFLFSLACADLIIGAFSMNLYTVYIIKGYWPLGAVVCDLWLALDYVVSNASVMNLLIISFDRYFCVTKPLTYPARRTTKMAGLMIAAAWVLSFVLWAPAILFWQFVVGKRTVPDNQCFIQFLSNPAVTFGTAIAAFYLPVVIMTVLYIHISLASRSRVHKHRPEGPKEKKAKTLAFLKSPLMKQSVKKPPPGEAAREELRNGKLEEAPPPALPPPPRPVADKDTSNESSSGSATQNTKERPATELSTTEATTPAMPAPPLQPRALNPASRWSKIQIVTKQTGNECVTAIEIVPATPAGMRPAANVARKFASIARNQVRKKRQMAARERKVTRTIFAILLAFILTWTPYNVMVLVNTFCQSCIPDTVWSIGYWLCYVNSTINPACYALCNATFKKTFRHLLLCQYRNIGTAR
CRFR2-BP ag = agonists of human CRF-binding protein/CRF-R2 receptor complex | AID 588473 | 350,000 tested, 0.46% active | activation, % at 13.2 µM | HEK293 CRF-R2/CRF-BP, calcium dye fluorescence (FLIPR); percent of saturating CRF peptide response;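 active = activation of at least 50%, plus an integration ratio under a set limit after plate pattern correction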;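 also: plate controls were neutral control wells without compound for no effect and CRF at EC100 for full effect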
CHO-K1 Ca PAM = M1 PAM counterscreen hit in parental CHO-K1 cells; ATP EC20, Fluo-8 calcium fluorescence; 0% at ATP EC20, 100% at ATP max; activation, % at 3 µM; 360,000 tested, 0.02% active; AID 602247;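 active = activation above the run cutoff, the mean activation of all test compounds plus 3 SD, cut at about 40% in these data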;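 also: peak over basal fluorescence ratio in a 140 s read after ATP addition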
M5 antag = antagonists of human muscarinic M5 receptor (CHRM5) | 360,000 tested, 0.59% active | P08912 | AID 624040 | CHO-hM5 cells, Fluo-8 calcium fluorescence, ACh EC80 | inhibition, % at 3 µM;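 active = inhibition above a per-plate cutoff, the mean of that plate's test compounds plus 3 SD, cut at about 27% in these data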;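 also: 0% = acetylcholine EC80 with DMSO and 100% = DMSO without agonist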
TAAR1 antag = human TAAR1 antagonism; Q96RJ0; CHO RD-HGA16 TAAR1, Fluo-8 calcium fluorescence, antagonist; inhibition, % at 3 µM; 360,000 tested, 1.5% active;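 active = inhibition above a per-plate cutoff, the mean inhibition of test compounds on that plate plus 3 SD, cut at about 49% in these data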;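 also: 0% = DMSO plus EC80 beta-PEA response and 100% = DMSO alone without agonist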
Target sequence (Q96RJ0 whole entry, looked up): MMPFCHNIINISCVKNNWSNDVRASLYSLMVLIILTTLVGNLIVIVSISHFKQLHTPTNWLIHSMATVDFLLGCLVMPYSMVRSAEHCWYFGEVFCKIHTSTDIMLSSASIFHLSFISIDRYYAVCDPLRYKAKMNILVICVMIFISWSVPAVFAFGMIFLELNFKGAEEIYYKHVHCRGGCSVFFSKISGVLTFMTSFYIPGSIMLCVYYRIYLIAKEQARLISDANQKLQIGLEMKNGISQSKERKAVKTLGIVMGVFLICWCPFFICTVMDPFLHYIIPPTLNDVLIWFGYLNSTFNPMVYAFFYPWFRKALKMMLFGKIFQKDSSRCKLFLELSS
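Assay system: RD-HGA16 CHO cells with stable hTAAR1 and Gα16 / Reagent: EC80 β-phenethylamine stimulus / Doses: 3 µM, single point / Timing: dye loading 75 min at 37 °C, then 30 min room temperature / Measured by: Fluo-8 intracellular calcium dye fluorescence, real-time kinetic reads / Controls: vehicle wells and EC80 agonist wells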
CHRM5 PAM = CHRM5 positive allosteric modulation | CHO-K1 hM5, Fluo-8 calcium, ACh EC20 PAM; 0% = ACh EC20, 100% = ACh EC100 | activation, % at 3 µM | 360,000 tested, 0.3% active;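 active = activation above the run cutoff, the mean activation of all test compounds plus 3 SD, cut at about 18% in these data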
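System: CHO-K1 hM5 cells. Reagent: acetylcholine, EC20 level. Compound dosing: single dose, 3 µM nominal final test concentration. Timing: Post-acetylcholine fluorescence recording 140 s. Detection: Fluo-8 calcium fluorescence. Read-out: % activation, ACh-normalized. Benchmarks: ACh EC20 and EC100 wells. Repeats: singlicate, one well per test compound.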
CRFBP-R2 block = blocks CRF-induced signaling of the CRF-BP/CRF-R2 complex. HEK293 CRF-R2/CRF-BP, CRF-induced calcium fluorescence. inhibition, % at 11.8 µM. 350,000 tested, 0.59% active. AID 588475;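 active = inhibition of the ligand-induced calcium signal above about 50% at the single tested concentration, limit read from the data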
TAAR1 agonist = agonists of human TAAR1 | CHO RD-HGA16 TAAR1, Fluo-8 calcium fluorescence; vehicle wells 0%, saturating PEA agonist 100% | activation, % at 3 µM | 360,000 tested, 0.99% active | AID 624467;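 active = activation above the mean activation of all test compounds in the run plus 3 SD, cut at about 38% in these data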
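Test system: RD-HGA16 (CHO) cells co-expressing Gα16 and hTAAR1 | Doses: Single dose, 3 µM | Schedule: 17-24 h seeding, 75 min 37 °C dye, 30 min RT | Evaluation: % activation from peak over basal fluorescence ratio, DMSO-to-PEA scaled | Technique: Kinetic Fluo-8 calcium fluorescence | Benchmarks: Low control DMSO, high control PEA (EC100)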
M5 ag = agonists of human muscarinic M5 receptor (CHRM5) | activation, % at 3 µM | 360,000 tested, 0.19% active | P08912 | AID 624037 | CHO-K1 hM5 cells, Fluo-8 calcium fluorescence; 0% DMSO wells, 100% maximal acetylcholine response;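 active = activation above the run's mean over test compounds plus 3 SD, cut at about 23% in these data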;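 also: signal is peak over basal fluorescence ratio across the kinetic read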
* hit, by the source's call; . = not tested or not shown. Compounds were not picked by outcome; any-hit rate near 4.2%.

Screens in order – M4 PAM	CRFR2-BP ag	CHO-K1 Ca PAM	M5 antag	TAAR1 antag	CHRM5 PAM	CRFBP-R2 block	TAAR1 agonist	M5 ag
COC(=O)c1onc(C(=O)c2ccccc2)c1C(=O)OC
 : -1	-2.2	19	3	7	7	16	10	-1
COC(=O)CCCn1cc(CN2CC(N3CCN(C)CC3)CS2(=O)=O)nn1 (stereo not drawn)
 : 1	.	-2	-4	6	3	.	0	4
O=C(CSc1nc(-c2ccccc2)c(-c2ccccc2)o1)Nc1nncs1
 : -3	-2.2	1	-3	-38	1	-3	2	-1
COc1cc(C2C3=C(CC(C)(C)CC3=O)Nc3c2c(=O)[nH]c(=O)n3Cc2ccccc2)ccc1O (stereo not drawn)
 : 0	7.6	9	15	-23	-11	-24	2	-2
O=C(Cn1cnc2ccccc2c1=O)Nc1cccc(-c2nnc3n2CCCCC3)c1
 : -1	-1.0	6	-9	-9	0	0	7	-2
Cc1cccc(N2C(=O)C3C(c4ccccc4)OC4(C(=O)c5ccccc5C4=O)C3C2=O)c1 (stereo not drawn)
 : -3	1.9	11	5	9	-5	-28	12	1
CC(C)CN1CCN(Cc2cccn2-c2ccccn2)CC1CCO (stereo not drawn)
 : 1	0.6	16	10	-26	3	-8	8	-2
CC(=O)c1ccccc1Oc1cc(NN2CCCCC2)c([N+](=O)[O-])cc1[N+](=O)[O-]
 : -11	-0.6	12	8	-3	-6	-4	1	-10
COc1ccc(N2CCN(c3oc(-c4ccc(OC)c(OC)c4)nc3C#N)CC2)cc1
 : 3	-2.2	16	-3	1	-3	2	0	-1
C=CCN(c1ccc(C(=O)NCCN2CCOCC2)cc1)S(C)(=O)=O
 : 0	0.9	16	3	-4	8	0	2	5
O=S(=O)(/C=C/c1ccccc1)Nc1ccc2c(c1)OCO2
 : -4	-3.5	16	-3	-6	-5	16	17	-9
Cc1ccc(OCCCn2ccnc2)c([N+](=O)[O-])c1
 : -6	-0.8	12	3	13	-9	0	4	-9
Cc1oc2cc(O)ccc2c(=O)c1Oc1ccc2ccccc2c1
 : -2	0.2	4	6	4	-6	25	3	-1
Cc1[nH]c2ccccc2c1SCCN
 : 3	2.2	-1	0	-14	-3	-11	4	1
COc1cc([N+](=O)[O-])ccc1NC(=O)N1CCCCCC1
 : -3	1.1	1	4	-19	-1	-8	-3	-5
CN(C)C1=NC[C@H](Cc2ccccc2)N1CCC1CCCC1
 : 7	5.2	3	14	8	-10	-19	6	-11
COCCn1ccc2c(OCC(=O)Nc3cccc(NC(C)=O)c3)cccc2c1=O
 : -1	0.6	-4	2	15	-3	23	4	5
CCOC(=O)c1csc(NC(=O)CSc2nnnn2-c2ccc(OCC)cc2)n1
 : 0	20	5	2	2	2	-10	40*	4
Cc1nn(CC(=O)NCCc2ccc(Cl)cc2Cl)c(C)c1[N+](=O)[O-]
 : -5	-3.0	-4	8	9	-10	26	6	-8
CCC(CC)N1CCN(Cc2nc3ccc([N+](=O)[O-])cc3c(=O)n2-c2ccccc2F)CC1
 : 2	-0.1	2	0	-15	-2	-3	1	-5
O=S(=O)(NCCc1ccccn1)c1ccc(-c2ccccn2)s1
 : -17	0.1	-13	2	-2	2	2	2	4
CC(NC(=O)Cc1ccc(S(=O)(=O)N2CCOCC2)s1)c1ccc(Cl)cc1Cl (stereo not drawn)
 : -6	2.1	11	2	25	0	-35	15	3
CCC(C(=O)NCCc1ccccc1OC)n1nc(C)c2c(C)n(-c3ccccc3)nc2c1=O (stereo not drawn)
 : 2	1.1	0	8	-26	-2	1	15	-6
COc1ccc(C(CNC(=O)COc2ccc(-c3ccccc3)cc2)N2CCOCC2)cc1 (stereo not drawn)
 : -17	-3.9	8	24	-3	-19	-10	0	-7
CC(C(=O)N1CCc2ccccc21)N(C)CC(=O)Nc1cccc(F)c1 (stereo not drawn)
 : 0	-0.8	9	7	-5	2	9	6	-5
COc1ccc(C2C(C#N)=C(N)N(c3ccccc3C#N)C3=C2C(=O)CCC3)cc1CN1CCCC1 (stereo not drawn)
 : 3	-0.1	3	-3	-14	3	-8	0	0
COC(=O)c1sc2nc(CN3CCN(c4cccc(C(F)(F)F)c4)CC3)[nH]c(=O)c2c1C
 : -10	0.4	4	9	8	-5	-68	3	1
Cc1cc(N2CCOCC2)nc2ccc(NC(=S)NCCN(C)C)cc12
 : -9	0.2	-12	2	-10	-3	2	3	-4
O=C(COC(=O)CSc1ccccc1)Nc1ccc(F)cc1F
 : 2	-2.0	-8	0	9	5	0	0	1
CC(C)Oc1ccc(N2CC(C(=O)Nc3ccccc3C(=O)NC3CC3)CC2=O)cc1 (stereo not drawn)
 : -3	-0.4	7	5	9	-5	5	2	3
Cn1cc(Br)c(C(=O)N2CCN(c3cccc(Cl)c3)CC2)n1
 : 0	0.5	5	6	-1	-10	0	14	1
Cc1ccc(S(=O)(=O)N2CCN(C(=O)Cn3nc(C)c([N+](=O)[O-])c3C)CC2)cc1
 : -5	2.8	9	-4	-10	7	9	23	1
Cc1ccc2c(CC(=O)Nc3ccc(F)c(S(=O)(=O)N4CCOCC4)c3)coc2c1
 : 2	-0.5	15	1	16	-1	4	2	3
O=C(Nc1ccccc1)c1cccnc1NCCc1ccccc1
 : 7	0.7	23	-4	-4	2	-63	6	-4
O=C(NCCC1CC1(Cl)Cl)Nc1ccccc1 (stereo not drawn)
 : -4	0.0	23	8	-10	-4	0	8	0
Cc1csc(NC(=O)C2CCC(C)(C(=O)O)C2(C)C)n1 (stereo not drawn)
 : -7	-3.9	-4	6	3	-1	15	1	1
O=C(NCc1cccnc1)c1ccc(CS(=O)(=O)Cc2ccc(Cl)cc2)o1
 : 9	1.6	18	2	11	-5	-1	4	-1
CCOC(=O)C1(CCc2ccccc2)CCN(Cc2ccc(C(=O)OC)cc2)CC1
 : 0	1.5	-10	1	-39	-10	0	-2	-5
O=C(CN(C1CC1)S(=O)(=O)c1ccc(S(=O)(=O)N2CCCCCC2)cc1)Nc1ccccc1
 : 0	-0.7	14	-5	5	-6	-10	12	-4
Cc1ccc2nc(NCc3ccccc3)c(C#N)cc2c1
 : 5	-1.7	17	1	-17	0	-4	-3	-1
COc1cccc(CC(=O)OCC(=O)NC(Cc2ccccc2)C(C)=O)c1 (stereo not drawn)
 : 8	-0.4	14	-2	-13	2	2	1	0
COCCN(CCOC)C(=O)c1ccc(CSc2nc3ccccc3s2)cc1
 : -5	0.2	12	-6	-8	5	9	1	5
O=C(CN1C(=O)C2C3CCC(C3)C2C1=O)OCC(=O)c1cccc([N+](=O)[O-])c1 (stereo not drawn)
 : -2	-0.7	14	6	13	-3	6	4	5
O=C(CN1C(=O)C2CCc3[nH]c4ccccc4c3C2C1=O)N1CCCC1 (stereo not drawn)
 : 10	-0.7	12	2	-8	2	13	2	0
O=C(NCCCN1CCCC1=O)c1c(O)nc2sccn2c1=O
 : 7	-1.6	-5	12	9	-6	1	1	1
CCOc1ccc(NC(=O)CSc2nc3ccsc3c(=O)n2CCCCCC(=O)O)cc1
 : 5	-1.1	16	3	-5	2	7	0	0
COc1ccc(CCNC(=O)C23CCC(C)(C(=O)C2Br)C3(C)C)cc1OC (stereo not drawn)
 : -6	1.1	26	13	-8	0	2	0	2
O=C(Nc1cccc(C(F)(F)F)c1)c1cc(-c2cccs2)on1
 : -12	5.6	8	-5	19	1	-55	16	-4
COc1cccc(OCc2nc(-c3ccc(Br)o3)no2)c1
 : -3	-1.5	7	-1	-9	7	6	-1	0
CCOC(=O)c1cc(C)nc(SC)c1C#N
 : -4	-0.7	-19	12	2	-6	-8	3	0
COCCCNCCOc1ccc(C(C)(C)c2ccccc2)cc1
 : -22	5.4	17	10	-16	-4	-96	29	-3
COCc1cc(C)nc(SC)c1C#N
 : 12	0.5	-13	-6	4	9	-17	4	-1
C#Cc1ccc([C@H]2C=C(C(=O)OCC=C)O[C@@H](OCCCCO)C2)cc1
 : 11	0.1	0	-4	4	3	1	-2	5
O=C1CCCN1CCCNS(=O)(=O)c1cccs1
 : 4	-0.4	22	7	-9	-1	-2	17	-1
CCc1cc(C(=O)COc2ccccc2F)c(O)cc1O
 : -10	-1.0	16	5	16	-8	38	2	-3
Cn1/c(=N/N=C/c2ccc(N3CCOCC3)cc2)sc2ccccc21
 : -4	1.9	6	5	10	2	-11	1	-1
S=C(N/N=C/c1ccc2ncccc2c1)Nc1ccccc1
 : -5	0.4	15	-4	18	0	-5	1	-3
COc1cc(NC(=S)Nc2cccnc2)cc(OC)c1OC
 : 3	-0.7	8	6	-8	1	2	0	-1
O=C(Cc1sc(Nc2ccccc2)nc1-c1ccccc1)NCc1ccccn1
 : -5	-0.2	21	10	-8	-6	-9	2	0
COc1cccc(OCCCN2CCCCC2)c1
 : -15	0.7	25	7	16	-2	1	10	-11

Molecules from the list above containing a COOH group:
Screens in order – M4 PAM	CRFR2-BP ag	CHO-K1 Ca PAM	M5 antag	TAAR1 antag	CHRM5 PAM	CRFBP-R2 block	TAAR1 agonist	M5 ag
Cc1csc(NC(=O)C2CCC(C)(C(=O)O)C2(C)C)n1 (stereo not drawn)
 : -7	-3.9	-4	6	3	-1	15	1	1
CCOc1ccc(NC(=O)CSc2nc3ccsc3c(=O)n2CCCCCC(=O)O)cc1
 : 5	-1.1	16	3	-5	2	7	0	0

Continuation:
Screens in order – M4 PAM	CRFR2-BP ag	CHO-K1 Ca PAM	M5 antag	TAAR1 antag	CHRM5 PAM	CRFBP-R2 block	TAAR1 agonist	M5 ag
O=C(Nc1cccc(-c2nn[nH]n2)c1)c1cccs1
 : 3	0.4	2	-7	-34	-2	8	2	-3
CC(C)(C)OC(=O)NC(CCNC=C1C(=O)OC(C)(C)OC1=O)C(=O)O (stereo not drawn)
 : 1	0.4	16	-10	-1	4	1	2	1
C=CCN(C(=O)OC(C)(C)C)S(=O)(=O)NCc1ccccc1
 : 12	0.5	15	10	4	3	-9	8	-1
CCCNC(=O)NC(=O)CN1C(=O)NC(C)(c2ccc(C)cc2)C1=O (stereo not drawn)
 : 1	-2.7	15	-3	0	-4	-12	-1	-1
Cc1noc(C)c1NC(=O)N(C)C[C@H]1Oc2ccc(NC(=O)Nc3ccc(C(F)(F)F)cc3)cc2C(=O)N([C@H](C)CO)C[C@@H]1C
 : 4	-0.6	20	11	4	-4	4	5	1
CC1CCCCC1NC(=O)C1CCN(S(=O)(=O)c2ccc3c(c2)CCC(=O)N3)CC1 (stereo not drawn)
 : -2	-0.3	9	2	6	-1	-2	1	1

Compound activity: PubChem BioAssay, several laboratories
